Compound activity (PubChem)
Lamin A splicing – changes lamin A minigene splicing in HeLa cells; HeLa LMNA splicing GFP/RFP minigene ratio, 48 h; Potency, µM (titrated, usually from 46.1 µM), without a hit: at the highest dose ratio change, negative = inhibition, usual class: inhibitors; hit rate 0.01% among 200,000; active means well fitted inhibition curve with a large enough effect in the signal ratio, with a control signal flat, not every such curve was filed as active; inconclusive means small, poorly fitted or top-dose-only effect, or effect the other way, or a change in a side signal; the % refers to the signal ratio; further: potency means the concentration at half of the fitted maximal effect; on the % scale 0 is the no-effect control and ±100 the full control effect
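Read-out is the ratio of GFP to DsRed2 object intensity, acquired by 488 nm laser-scanning cytometry on HeLa lamin A-EGFP minigene reporter cells. Compound incubation 48 hrs at 37 °C in Opti-MEM with 2% FBS; DMSO 0.5% final.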
CBFb RUNX1 block – inhibitors of human CBF-beta and RUNX1 interaction; Q01196+Q13951; AlphaScreen CBFb-His/RUNX1-biotin binding, biochemical; Potency, µM (highest dose often 59.8 µM), for the others: top-dose activity, negative = inhibition, hits mostly inhibitors; 230,000 tested, under 10 active; AID 1477; further: % of control where 0% means no effect
Target sequence (Q01196 whole entry, looked up): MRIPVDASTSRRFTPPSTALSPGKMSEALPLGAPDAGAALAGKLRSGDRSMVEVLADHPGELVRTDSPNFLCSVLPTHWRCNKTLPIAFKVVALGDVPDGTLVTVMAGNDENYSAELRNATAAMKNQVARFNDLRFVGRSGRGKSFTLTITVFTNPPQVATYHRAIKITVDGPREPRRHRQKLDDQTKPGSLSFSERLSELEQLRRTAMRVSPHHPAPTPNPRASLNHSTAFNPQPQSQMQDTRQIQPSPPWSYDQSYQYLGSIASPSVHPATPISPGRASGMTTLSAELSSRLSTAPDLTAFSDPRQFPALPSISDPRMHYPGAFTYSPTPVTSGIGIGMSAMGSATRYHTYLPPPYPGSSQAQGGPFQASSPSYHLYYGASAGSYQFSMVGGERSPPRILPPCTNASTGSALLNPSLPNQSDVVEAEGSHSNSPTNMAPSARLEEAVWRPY
Target sequence (Q13951 whole entry, looked up): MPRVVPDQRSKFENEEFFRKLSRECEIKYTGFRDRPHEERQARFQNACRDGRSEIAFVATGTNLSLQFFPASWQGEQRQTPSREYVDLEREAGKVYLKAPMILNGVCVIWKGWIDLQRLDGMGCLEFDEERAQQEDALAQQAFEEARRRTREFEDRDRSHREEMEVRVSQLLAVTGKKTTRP
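Bead-based AlphaScreen assay; binding partners His-tagged CBF-beta and biotinylated RUNX1 at 30 nM each. Compound exposure 15 min after a 20-min protein preincubation; bead step 90 min; all steps at room temperature.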
NPSR antag – blocks cAMP signaling of the human neuropeptide S receptor; hit rate 1% among 220,000; Q6W5P4; CHO-NPSR cells, cAMP TR-FRET, antagonist mode; Potency, µM (doses to about 38.3 µM), for the others: top-dose activity change, negative = inhibition, actives largely listed as inhibitors; AID 1461; further: potency means the concentration at half of the fitted maximal effect; on the % scale 0 is the no-effect control and ±100 the full control effect; nearly all actives have a fitted effect of over 50% in size; many of its hits are not listed in these tables
Target sequence (Q6W5P4 whole entry, looked up): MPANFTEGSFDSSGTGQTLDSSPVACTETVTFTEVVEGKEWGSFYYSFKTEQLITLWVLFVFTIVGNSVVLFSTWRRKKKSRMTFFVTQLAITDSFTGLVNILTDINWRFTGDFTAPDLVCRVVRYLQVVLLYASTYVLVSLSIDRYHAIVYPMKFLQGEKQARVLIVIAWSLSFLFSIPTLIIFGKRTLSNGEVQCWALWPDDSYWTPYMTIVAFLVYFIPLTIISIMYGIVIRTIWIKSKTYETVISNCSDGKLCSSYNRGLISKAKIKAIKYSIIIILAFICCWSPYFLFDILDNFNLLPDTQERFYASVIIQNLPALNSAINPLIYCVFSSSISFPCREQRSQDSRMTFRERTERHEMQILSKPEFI
HTT aggregate – inhibitors of mutant huntingtin aggregate formation in PC12 cells; Potency, µM (titrated, usually from 46.1 µM), for inactives: at the top dose activity change, negative = inhibition, actives largely listed as inhibitors; hit rate 1.1% among 220,000; PC12 HttQ103-GFP aggregates, Acumen cytometry, 40 h; further: potency means the concentration at half of the fitted maximal effect; on the % scale 0 is the no-effect control and ±100 the full control effect; nearly all actives have a fitted effect of over 60% in size
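PC12/HTTQ103-GFP, ecdysone-inducible; teb 100 nM; cpd qHTS titration; GFP aggregates read on laser cytometer, Ex 488/Em 500-530 nm.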
IMPase Li cell – IMPase inhibition in cells with lithium potentiation | CHO-M1 cells, IP1 TR-FRET (IP-One), carbachol + lithium | Potency, µM (titrated, usually from 59.4 µM), without a hit: at the highest dose activity, negative = IMPase inhibition, most hits filed as inhibitors | hit rate 0.35% among 210,000 | AID 1457;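 further: IP1 builds up when IMPase is blocked and the TR-FRET signal falls; potency means the concentration at half of the fitted maximal effect; plate controls were basal vehicle for no effect and high inhibitor control for full effect; nearly all actives have a fitted effect of over 50% in size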
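Steps: plate 2000 CHO-M1 cells per well and culture 16–30 h; add compound and lithium; incubate 30 min, 37C; add d2-IP1 tracer and Eu cryptate anti-IP1 antibody in lysis buffer; read after 10 min at room temperature.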
KinaseGlo FLuc – counter-screen: inhibitors of Kinase-Glo firefly luciferase | Q27757 | Kinase-Glo luciferase, ATP luminescence, 8 min | Potency, µM (doses to about 38.3 µM), inactives show at the top dose activity change, negative = inhibition, most hits filed as inhibitors | hit rate 0.28% among 200,000 | AID 1379; further: potency means the concentration at half of the fitted maximal effect; on the % scale 0 is the no-effect control and ±100 the full control effect; nearly all actives have a fitted effect of over 60% in size
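Compound is pinned into ATP-containing buffer (10 uM ATP, imidazole pH 7.2, 7 mM MgCl2). Kinase-Glo luciferase reagent is then added. Light output is recorded following an 8-min room-temperature incubation.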
Epigenetic reg – regulators of epigenetic silencing causing reporter derepression in mouse cells | murine LDR cells, GFP reporter derepression, 30 h | Potency, µM (top dose mostly 53.9 µM), for the others: top-dose GFP activation, usual class: activators | hit rate 0.2% among 280,000 | AID 1865; further: potency means the concentration at half of the fitted maximal effect; % of control where 0% means no effect; nearly all actives have a fitted effect of over 60% in size
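Murine LDR cells carrying a silenced, genomically integrated CMV-driven GFP reporter were exposed to compound for 30 hours at 37 C. After PBS washes, GFP-positive cells (20–120 um objects) were counted by laser-scanning microplate cytometry.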
* marks the source's active call; other numbers are inactive results; ? = inconclusive; · = no result given; [ ] = remark or other dose. Unless noted, the call rests on the fitted dose curve; in most records, active means well fitted curve in the direction sought with a large enough effect; inconclusive means small, poorly fitted or top-dose-only effect, or another doubt; inactive means no such curve, though single readings can be large; an effect the other way counts as inactive or inconclusive. A portion of the library; count on the stated rates, not on these rows.

SMILES	Lamin A splicing	CBFb RUNX1 block	NPSR antag	HTT aggregate	IMPase Li cell	KinaseGlo FLuc	Epigenetic reg
CN1C(=O)/C(=C\C=C2/CCCN2C)N(C)C1=S	·	-6%	-44%	-4%	49%[activator]	-12%	-0.1%
Cc1c(C(=O)Nc2ccc(F)cc2)c2ccccn2c1CCc1ccncc1	-24%	0%	?	-28%	-1%	-11%	1.1%
CCCCc1c(O)nc(SCC(=O)c2ccccc2)n(-c2ccccc2)c1=O	·	17%	9%[7.67 µM]	2%[9.22 µM]	·	·	-0.3%
CCOC(=O)N1CCN(CCC(=O)Nc2ccc(Br)c(C)c2)CC1	·	3%	-7%	15%[9.22 µM]	18%	-6%	1.2%
C=C[C@](C)(O)CCC=C(C)C	-3%	·	·	·	-5%	-3%	0.2%
CC/C(=N/Nc1cccc(Cl)c1)c1cnnc(SC)n1	-6%	3%	-6%	3%	9%	0%	?
Cc1ccc(/C=C(\C#N)C(=O)NCCN2CCOCC2)cc1	·	5%	11%	-6%	8%	4%	2.2%
c1ccc2c(c1)C(=NCC1CCCO1)NC2=NCC1CCCO1 (configuration not stated)	-3%	5%	13%[46.1 µM]	3%	24%[38.3 µM]	-2%	0.7%
O=C1CN(C(=O)c2cnccn2)c2ccccc2N1	8%	-6%	12%[46.1 µM]	19%	7%[38.3 µM]	-2%	0.0%
Cc1c(F)cccc1NC(=O)CSCC(=O)Nc1ccccc1	4%	2%	-23%[46.1 µM]	23%	28%[38.3 µM]	-2%	0.8%
CC(=O)c1cnn(-c2cc(Oc3cccc(C)c3)ncn2)c1C	14%	4%	-20%[46.1 µM]	-10%	-12%[38.3 µM]	-4%	-1.6%
O=S(=O)(Nc1nc2ccccc2nc1Cl)c1ccc2c(c1)OCCO2	·	0%	-43%	-14%	?	·	0.0%
O=C(Nc1c(F)c(F)c(F)c(F)c1F)C1CCCCC1	3%	1%	-10%[46.1 µM]	0%	-13%[38.3 µM]	-2%	0.7%
COc1cc(OC)c(OC)cc1NC(=O)CC1COc2ccccc2O1 (configuration not stated)	-12%	3%	4%[46.1 µM]	2%	3%	2%	3.5%
CCOC(=O)c1cc(-c2ccc(F)cc2)n(CC(=O)NCc2ccccn2)c1C	·	-2%	-12%	4%	-5%	2%	2.8%
CCCCC(=O)NC(c1ccco1)c1cc(Cl)c2cccnc2c1O (configuration not stated)	2%[46 µM]	-19%	-4%	-2%[9.22 µM]	6%	-3%	1.0%
O=C(c1ccc(S(=O)(=O)c2ccccc2)cc1)N1CCCCCC1	?	-15%	3%	2%	8%	-4%	-1.3%
Cc1cc(F)ccc1S(=O)(=O)Nc1ccccc1C(=O)Nc1ccccc1-c1nc2ccccc2[nH]1	?	21%	?	?	3%	0%	-1.1%
CCOC(=O)Cc1csc(/N=C/c2c(O)n(-c3ccccc3C(F)(F)F)c(=O)c3ccccc23)n1	?	1%	-32%	0%	5%	5%	2.1%
COc1ccccc1OCCOCCn1cnc2ccccc2c1=O	-5%	3%	-10%[46.1 µM]	-14%	6%[38.3 µM]	1%	0.0%
Fc1ccccc1NC(=S)N(CCN1CCCCCC1)Cc1cccs1	·	7%	-41%	?	17%	-1%	1.1%
COc1ccccc1-c1cc(C(=O)NCc2ccco2)no1	-4%	-6%	-14%[46.1 µM]	-21%	-21%[38.3 µM]	0%	0.0%
COc1ccc(NC(=O)CN(c2cccc(C(F)(F)F)c2)S(C)(=O)=O)cc1OC	-14%	3%	-9%[46.1 µM]	?	12%[38.3 µM]	17%	1.9%
CCc1cccc(NC(=O)CSC2=NS(=O)(=O)c3ccccc32)c1	6%	1%	-22%[46.1 µM]	-11%	-6%[38.3 µM]	-2%	-0.2%
Cc1ccc(C)c(N/C(N)=N/c2nc(C)cc(C)n2)c1	4%[0.0737 µM]	1%	-2%[46.1 µM]	-19%	11%[38.3 µM]	4%	-4.2%

Taken from above.
Under HTT aggregate, CCOC(=O)Cc1csc(/N=C/c2c(O)n(-c3ccccc3C(F)(F)F)c(=O)c3ccccc23)n1 has the entry 0%
Under NPSR antag, CCCCc1c(O)nc(SCC(=O)c2ccccc2)n(-c2ccccc2)c1=O has the entry 9%[7.67 µM]
Under IMPase Li cell, COc1ccc(NC(=O)CN(c2cccc(C(F)(F)F)c2)S(C)(=O)=O)cc1OC has the entry 12%[38.3 µM]
Under Epigenetic reg, CCCCC(=O)NC(c1ccco1)c1cc(Cl)c2cccnc2c1O (configuration not stated) has the entry 1.0%
Under Lamin A splicing, O=C1CN(C(=O)c2cnccn2)c2ccccc2N1 has the entry 8%
Under IMPase Li cell, Cc1ccc(C)c(N/C(N)=N/c2nc(C)cc(C)n2)c1 has the entry 11%[38.3 µM]
Under IMPase Li cell, CN1C(=O)/C(=C\C=C2/CCCN2C)N(C)C1=S has the entry 49%[activator]

The main list resumes with the two entries that preceded the break.
SMILES	Lamin A splicing	CBFb RUNX1 block	NPSR antag	HTT aggregate	IMPase Li cell	KinaseGlo FLuc	Epigenetic reg
CCc1cccc(NC(=O)CSC2=NS(=O)(=O)c3ccccc32)c1	6%	1%	-22%[46.1 µM]	-11%	-6%[38.3 µM]	-2%	-0.2%
Cc1ccc(C)c(N/C(N)=N/c2nc(C)cc(C)n2)c1	4%[0.0737 µM]	1%	-2%[46.1 µM]	-19%	11%[38.3 µM]	4%	-4.2%
COc1ccc(OCCCC(=O)NC(C)c2ccccc2)cc1 (configuration not stated)	-1%	2%	-14%[46.1 µM]	-14%	15%[38.3 µM]	16%	-0.8%
COc1cccc(/C=N/NC(=O)c2ccccc2NC(=O)c2ccco2)c1OC	·	12%	-8%	14%[9.22 µM]	·	·	0.1%
COc1ccccc1-n1cnnc1SCC(=O)c1cc(C)n(Cc2cccs2)c1C	?	-28%	-14%[46.1 µM]	-21%	-8%[38.3 µM]	-5%	0.0%
Oc1ccccc1-c1nnc(COc2ccccc2)o1	7%	7%	-7%[46.1 µM]	-28%	-2%[38.3 µM]	-4%	1.0%
CCOC(=O)c1c(C2CC2)csc1NC(=O)COC(=O)CCS(=O)(=O)c1ccc(C)cc1	-12%	1%	8%	-4%	1%	0%	0.0%
CCOc1ccccc1-n1c(SCC(N)=O)nnc1-c1ccc(O)cc1	8%	6%	-2%[46.1 µM]	32%	-7%[38.3 µM]	-1%	-5.1%
O=C(Nc1ccc(Cl)cc1)C1CCCN(S(=O)(=O)c2cnc[nH]2)C1 (configuration not stated)	-3%	0%	4%[46.1 µM]	-13%	-5%[38.3 µM]	-2%	-2.5%
O=C(COC(=O)c1ccc(Cl)c([N+](=O)[O-])c1)Nc1ccccc1OC(F)F	1%	2%	2%	19%	-1%	0%	0.0%
O=C1CCC([N+](=O)[O-])C(c2ccc3c(c2)OCO3)N1 (configuration not stated)	·	0%	-21%	1%[9.22 µM]	0%	1%	-0.1%
O=C(O)CCCCNS(=O)(=O)/C=C/c1ccccc1	-21%[46 µM]	5%	7%	-12%	0%	0%	-1.4%
CCOC(=O)c1c(COC(=O)c2ccco2)nc2ccccc2[n+]1[O-]	18%	4%	-6%[46.1 µM]	-6%	17%[38.3 µM]	1%	0.0%
CCN(CC)CCN(CC(=O)N(C1CCCCC1)C1CCCCC1)C(=O)c1ccco1	·	8%	-1%	-6%	3%	-2%	1.8%
Cc1ccc(F)cc1NC(=O)c1cccc2nccnc12	?	9%	7%[46.1 µM]	10%	18%[38.3 µM]	-1%	-15%
O=C(Nc1nc(=O)c2ccccc2s1)c1ccc(F)cc1	-6%	3%	?	17%	-4%	-3%	?
Cc1nn(C)c(C)c1NC(=O)CCl	-4%[46 µM]	4%	10%	5%[9.22 µM]	-1%	1%	-1.9%
Cc1ccc(NC(=O)CN(C)Cc2nc3c(Br)cc(Br)cc3c(=O)[nH]2)cc1	·	15%	-8%	-10%	-8%	0%	-1.2%
Clc1ccc2oc(-c3cccnc3)nc2c1	-4%	7%	?	?	-7%[38.3 µM]	-2%	-1.1%
O=C(Oc1ccc2ccc(O)cc2c1)C1CCCCC1	4%[46 µM]	-7%	6%	0%[9.22 µM]	-7%	3%	-0.3%
Cc1ccc(N2CC(=O)N(NC(=O)CN3CCN(c4ccccc4)CC3)CC2=O)cc1	·	-2%	-9%	11%[9.22 µM]	·	·	-6.6%
CC(C)C1Cc2c(sc3[nH]c(=S)n(Cc4ccccc4)c(=O)c23)CO1 (configuration not stated)	-29%	3%	10µM*	?	-11%[38.3 µM]	18%	4.1%
Fc1ccc(CSc2nnc(Cc3sc(-c4ccccc4)nc3-c3ccccc3)o2)cc1	-7%	4%	-15%[46.1 µM]	-18%	1%[38.3 µM]	14%	-1.0%
CCOC(=O)c1c(N)nn(C(=O)c2ccccc2F)c1-c1ccc(OC)cc1	?	10%	-19%	-5%	24%	1%	-0.6%
CCN(Cc1ccccc1)c1ccc(/C=N/NC(=S)NC(C)C)cc1	?	-12%	-55%	?	8%	2%	0.0%
Cc1cc(C=O)c(C)n1-c1ccc(NC2CCCC2)c([N+](=O)[O-])c1	0%	0%	-16%[46.1 µM]	-24%	9%[38.3 µM]	-3%	3.8%

Fetched one by one from above (4):
SMILES	Lamin A splicing	CBFb RUNX1 block	NPSR antag	HTT aggregate	IMPase Li cell	KinaseGlo FLuc	Epigenetic reg
O=C(O)CCCCNS(=O)(=O)/C=C/c1ccccc1	-21%[46 µM]	5%	7%	-12%	0%	0%	-1.4%
CCOc1ccccc1-n1c(SCC(N)=O)nnc1-c1ccc(O)cc1	8%	6%	-2%[46.1 µM]	32%	-7%[38.3 µM]	-1%	-5.1%
O=C1CCC([N+](=O)[O-])C(c2ccc3c(c2)OCO3)N1 (configuration not stated)	·	0%	-21%	1%[9.22 µM]	0%	1%	-0.1%
O=C(Nc1nc(=O)c2ccccc2s1)c1ccc(F)cc1	-6%	3%	?	17%	-4%	-3%	?
